# CRE-bla Fsk = Cell signaling CRE-BLA (Fsk stim); CHO CRE-bla reporter (cAMP response element driving beta-lactamase), forskolin EC10, beta-lactamase ratio; Potency, µM (top dose mostly 38.2 µM), for inactives: at the top dose activity change, negative = inhibition, actives largely listed as activators; actives 2.5% (n = 71,000); active = well fitted activation curve with a large enough effect in the signal ratio, with a control signal flat, not every such curve was filed as active; inconclusive = small, poorly fitted or top-dose-only effect, or effect the other way, or a change in a side signal; the % refers to the signal ratio; note: potency is the fitted concentration of half-maximal effect; % of control where 0% means no effect
#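 Modulation of forskolin signalling: compounds in titration series added with EC10 NKH 477 to CHO cells carrying a CRE-driven beta-lactamase reporter, 3 h, 37C. CCF4 FRET ratio (460/530 nm, ex 405 nm) gives %activity and AC50.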
# Rhodamine fluor = qHTS Assay for Spectroscopic Profiling in Rhodamine Spectral Region; actives 0.05% (n = 59,000); max dye-equivalent concentration, M; Rhodamine-region fluorescence, 547/598 nm, Tris buffer; stronger effect = higher value; in the data active = max dye-equivalent concentration above about 11 nM; inconclusive = between about 1.1 nM and that limit
#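 qHTS spectral profiling of compounds without any target or enzyme present, in pH 8.0 Tris buffer; plates were read after a 15-minute room-temperature incubation using the rhodamine-region filter set.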
# HBB splicing = qHTS Assay for Modulators of Hemoglobin Beta Chain Splicing | HBB splicing reporter cell assay, activation; EGFP reporter with mutant IVS2-654 intron; response scale: normalised to 500 nM splice-correcting PNA | Potency, µM (doses to about 46.1 µM), for inactives: at the highest dose activation, most hits filed as activators | actives 0.06% (n = 65,000) | AID 925, 2007; note: potency is the fitted concentration of half-maximal effect; 0% is about no effect
#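 Compounds were applied for 2 days to HeLa EGFP-654 cells, 500/well in Optimem with 2% FCS. The reporter's EGFP is disrupted by mis-splicing of beta-globin intron IVS2-654. Readout: summed well GFP fluorescence from 488 nm laser scanning; reference was 500 nM antisense […] 654 PNA.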
# HADH2 inhib = qHTS Assay for Inhibitors of HADH2 (Hydroxyacyl-Coenzyme A Dehydrogenase, Type II) | recombinant HADH2, NADH fluorescence, beta-hydroxybutyryl-CoA | Potency, µM (doses to about 57.1 µM), without a hit: top-dose activity change, negative = inhibition, usual class: inhibitors | actives 3.4% (n = 73,000); note: potency is the fitted concentration of half-maximal effect; % is set by controls: 0 for no effect and ±100 for the full control effect; nearly all actives have a fitted effect of over 60% in size; many of its hits are not listed in these tables
# Target sequence (Q99714 whole entry, looked up, one chain of several): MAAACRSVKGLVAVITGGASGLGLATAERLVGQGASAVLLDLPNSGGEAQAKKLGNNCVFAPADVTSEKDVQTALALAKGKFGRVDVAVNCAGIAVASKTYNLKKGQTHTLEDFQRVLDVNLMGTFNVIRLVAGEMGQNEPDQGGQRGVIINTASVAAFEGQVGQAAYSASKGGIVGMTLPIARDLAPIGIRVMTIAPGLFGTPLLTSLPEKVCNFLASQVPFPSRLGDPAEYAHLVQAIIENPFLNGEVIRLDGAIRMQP
#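 NADH fluorescence (ex 360/em 450 nm) read every 30 s for 4 min; activity taken as last-minus-first time point difference. Enzyme 20 nM, NAD+ 1 mM, beta-hydroxybutyryl-CoA 90 uM, pH 9.0 Tris buffer.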
# Luciferase inh = qHTS Assay for Inhibitors of Firefly Luciferase; Luciferin 4-monooxygenase (Photinus pyralis), P08659; actives 2.2% (n = 72,000); Potency, µM (doses to about 57.1 µM), inactives show top-dose activity change, negative = inhibition, actives largely listed as inhibitors; AID 411, 2009; purified firefly luciferase, luminescence, 8 min; note: potency is the fitted concentration of half-maximal effect; % is set by controls: 0 for no effect and ±100 for the full control effect; nearly all actives have a fitted effect of over 40% in size
#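 Luminescence read-out after 8 min at room temperature; enzyme reaction used luciferin plus 10 uM ATP (linear range) in imidazole buffer pH 7.2 with KCl, MgCl2, Tween 20 and BSA. Each sample was run as a titration.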
# ALOX15 inhib = qHTS Assay for Inhibitors of 15-hLO (15-human lipoxygenase); Potency, µM (top dose mostly 57.1 µM), for inactives: top-dose activity change, negative = inhibition, hits mostly inhibitors; actives 1.4% (n = 74,000); Polyunsaturated fatty acid lipoxygenase ALOX15 (Homo sapiens), P16050; purified 15hLO-1, xylenol orange hydroperoxide absorbance; note: potency is the fitted concentration of half-maximal effect; % is set by controls: 0 for no effect and ±100 for the full control effect; nearly all actives have a fitted effect of over 55% in size
#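 Purified human 15hLO-1 (40 nM final) in 25 mM Hepes pH 7.5, 0.01% Triton X-100 was preincubated with compound 15 min at room temperature, then reacted 6 min with 50 uM arachidonic acid; hydroperoxide detected by Fe-XO, 573/405 nm absorbance ratio.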
# Hsp90 Hop PPI = qHTS Assay for Disrupters of an Hsp90 Co-Chaperone Interaction | Hsp90 C-terminal peptide / TPR2A (Hop) interaction, human | AlphaScreen TPR2A-His6 binding biotin-Hsp90 C-terminal peptide | Potency, µM (series often up to 57 µM), for the others: at the highest dose activity change, negative = inhibition | actives 0.44% (n = 71,000) | AID 595, 2007; active = well fitted curve in either direction with a large enough effect; inconclusive = small, poorly fitted or top-dose-only effect, or another doubt; note: potency is the fitted concentration of half-maximal effect; % is set by controls: 0 for no effect and ±100 for the full control effect; many of its hits are not listed in these tables
# Pol III holo inh = qHTS Assay for Inhibitors of DNA Polymerase III Holoenzyme System | reconstituted DNA polymerase III holoenzyme replication, biochemical | Potency, µM (series often up to 57.1 µM), inactives show at the top dose activity change, negative = inhibition | actives 0.25% (n = 71,000) | AID 603, 2007; note: potency is the fitted concentration of half-maximal effect; % is set by controls: 0 for no effect and ±100 for the full control effect
#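 Reconstituted *E. coli* holoenzyme (0.35 nM Pol III, 1 nM beta, 154 nM SSB, 2 nM primase) was preincubated with compound for 15 min at RT. Synthesis on 1.4 nM ssM13Gori ran 35 min, then was stopped with PicoGreen/EDTA and read as dsDNA fluorescence.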
# Tau fil binding = qHTS Assay for Tau Filament Binding; Potency, µM (titrated, usually from 57.1 µM), for the others: at the highest dose activity change, negative = inhibition; Microtubule-associated protein tau (Homo sapiens), P10636; actives 2% (n = 71,000); recombinant tau filaments, thioflavin S fluorescence, 15 h; filaments grown with octadecylsulfate alongside compound; AID 596, 2007;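 note: potency is the fitted concentration of half-maximal effect; % is set by controls: 0 for no effect and ±100 for the full control effect; actives lower thioflavin S fluorescence by blocking filaments or displacing dye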
# Target sequence (P10636 whole entry, looked up): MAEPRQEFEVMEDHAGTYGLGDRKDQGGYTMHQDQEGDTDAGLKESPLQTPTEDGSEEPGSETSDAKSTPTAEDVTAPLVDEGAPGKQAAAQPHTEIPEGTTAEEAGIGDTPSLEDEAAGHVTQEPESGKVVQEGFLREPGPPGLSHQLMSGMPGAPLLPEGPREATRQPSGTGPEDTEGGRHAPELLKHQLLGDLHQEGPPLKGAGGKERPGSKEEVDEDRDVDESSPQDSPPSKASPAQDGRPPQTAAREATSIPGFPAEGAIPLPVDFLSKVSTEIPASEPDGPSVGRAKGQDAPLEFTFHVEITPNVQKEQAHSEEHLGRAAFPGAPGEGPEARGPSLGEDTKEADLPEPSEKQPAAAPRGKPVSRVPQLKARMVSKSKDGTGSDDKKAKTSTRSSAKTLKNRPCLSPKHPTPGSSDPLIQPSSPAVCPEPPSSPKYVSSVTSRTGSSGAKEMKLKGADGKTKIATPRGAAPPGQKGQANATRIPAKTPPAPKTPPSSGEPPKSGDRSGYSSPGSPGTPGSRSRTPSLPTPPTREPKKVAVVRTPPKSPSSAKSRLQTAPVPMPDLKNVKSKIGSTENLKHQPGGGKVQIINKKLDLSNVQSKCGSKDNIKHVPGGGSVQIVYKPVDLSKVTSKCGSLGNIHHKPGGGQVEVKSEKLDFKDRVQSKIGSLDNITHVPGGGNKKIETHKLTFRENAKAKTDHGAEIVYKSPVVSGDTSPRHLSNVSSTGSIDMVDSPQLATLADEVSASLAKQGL
#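 His-tagged recombinant human tau (exons 2, 3, 10; 1 uM final) fibrillized with 30 uM sodium octadecylsulfate, 15 h at 37 C, in pH 7.4 HEPES buffer with 10 uM thioflavine S and 5 mM DTT. Reduced ThS fluorescence (450/510 nm) marks activity.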
# Texas Red fluor = qHTS Assay for Spectroscopic Profiling in Texas Red Spectral Region | Compound fluorescence, Texas Red channel, 547/618 nm; stronger effect = higher value | max dye-equivalent concentration, M | actives 0.06% (n = 59,000); in the data active = max dye-equivalent concentration above about 10 nM; inconclusive = between about 1.1 nM and that limit
#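 Pin-transferred compounds and Texas Red standards go into 100 mM Tris buffer, pH 8.0. After 15 min at room temperature, plates are imaged with 547/618 nm filters. Each value is a dye-equivalent concentration derived from the per-plate dye curve.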
# ERK AVP block = qHTS Assay for Inhibitors of the ERK Signaling Pathway using a Homogeneous Screening Assay; HEK293-V1b, vasopressin-stimulated pERK AlphaScreen; Potency, µM (doses to about 57.5 µM), inactives show at the top dose activity, negative = inhibition, actives largely listed as inhibitors; actives 0.99% (n = 72,000); note: potency is the fitted concentration of half-maximal effect; % is set by controls: 0 for no effect and ±100 for the full control effect; nearly all actives have a fitted effect of over 55% in size
#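 V1b-HEK293 cells; cpd 30 min 37C; 25 nM vasopressin 5 min; lyse 10 min; AlphaScreen beads 5 hr RT. Normalized to DMSO basal and 25 nM vasopressin; AC50 by Hill fit.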
# * hit, by the source's call; i = inactive; ? = inconclusive; . = not tested or not shown; [ ] = remark or other dose. Unless noted, calls come from the whole dose curve; as a rule, active = well fitted curve in the direction sought with a large enough effect; inconclusive = small, poorly fitted or top-dose-only effect, or another doubt; inactive = no such curve, though single readings can be large; an effect the other way counts as inactive or inconclusive.
SMILES,CRE-bla Fsk,Rhodamine fluor,HBB splicing,HADH2 inhib,Luciferase inh,ALOX15 inhib,Hsp90 Hop PPI,Pol III holo inh,Tau fil binding,Texas Red fluor,ERK AVP block
Cc1ccc(C)c(-n2c(SCC(=O)NCC3CCCO3)nnc2-c2ccoc2C)c1 (stereo not given),26%,i,3.2%,1%,-24%,-5%,-4%,-7%,67%,?,7%
CCOc1ccccc1N1CC(C(=O)Nc2nccs2)CC1=O (stereo not given),-2%,i,-0.1%,9%,4%,7%,-3%,-2%,11%,?,-10%
Cn1c(=O)[nH]c(=O)c2c1nc(CN1CCN(c3cccc(Cl)c3)CC1)n2CCCc1ccccc1,7.9µM*,.,0.3%,11%,-1%,-13%,-4%,0%,68%,.,.
Cn1c(Cc2ccccc2)nnc1SCC(=O)N1CCOCC1,-6%,i,0.2%[57.5 µM],3%,2%,11%,-2%,?,3%,i,20%
COC(=O)C1=C(C)Nc2ccc(C)cc2S1,-6%,.,0.6%,3.2µM*,-17%,10µM*,-5%[2.3 µM],-3%,20µM*,.,?
Nn1cc(-c2ccccc2)nc1SCC(=O)N1CCN(S(=O)(=O)c2ccccc2)CC1,?,i,3.8%,4%,1%,-17%,-13%,4%,6%,?,-6%
C[N+](C)(CCCOc1ccccc1)c1ccccc1,-11%[17.1 µM],i,-0.1%[20.6 µM],-3%[25.6 µM],15%[25.5 µM],-2%[25.6 µM],-4%[26 µM],-9%[25.6 µM],4%[25.6 µM],i,15%[25.7 µM]
Cc1nc2sc(C(c3ccco3)N3CCN(C(c4ccccc4)c4ccccc4)CC3)c(O)n2n1 (stereo not given),1%,.,1.0%,-10%,-2%,6%,-12%,2%,-3%,.,.
CCCn1c(N)c(C(=O)CSc2nnc(-c3ccco3)n2Cc2ccccc2)c(=O)[nH]c1=O,-3%,i,-0.1%[57.5 µM],-6%,3%,-12%,0%,1%,20%,i,-24%
CCN(CC)CC[n+]1ccc2c(C)c3[nH]c4ccccc4c3c(C)c2c1,-5%[7.6 µM],i,?,4%[11.4 µM],5%[11.4 µM],-12%[11.4 µM],2%[11 µM],4µM*,119%[11.4 µM],i,5%[11.5 µM]
O=C(Nc1ccc2c(c1)OCCO2)c1ccc2nccnc2c1,4%,i,-2.9%,-2%,10µM*,4%,-10%,-3%,-5%,?,-5%
Cc1ccccc1OCCn1c(=O)oc2ccccc21,?,i,2.2%,1%,1%,-8%,8%,-6%,-2%,?,17%
Cn1c(SCc2nc3ccccc3[nH]2)nnc1-c1ccccn1,?,i,-1.1%,8%,2%,18%,-21%,-5%,14%,i,?
CN(Cc1ccccc1)Cc1nc2c(c(=O)n(C)c(=O)n2C)n1CCCc1ccccc1,15%,i,-0.5%[57.5 µM],12%,2%,3%,-3%,0%,-2%,i,-15%
CCN(CC(=O)NCc1cccs1)S(=O)(=O)c1cccc(C(C)=O)c1,?,i,-1.6%,-14%,0%,-14%,-6%,1%,-14%,?,-3%
O=C1C2(c3ccccc3)CN(CCCO)CC1(c1ccccc1)CN(CCCO)C2,1%,i,0.0%,-1%,3%,-2%,-5%,-2%,-8%,i,8%
CCn1c(SCc2c(F)cccc2Cl)nnc1-c1ccco1,-10%,i,-1.1%,7%,0%,4%,-3%,2%,0%,i,-12%
Cc1nc2cnc(N3CCOCC3)nc2n(C2CC2)c1=O,?,i,1.4%,-10%,-1%[11.4 µM],3%,-2%,-5%,-2%,i,-9%
CN1Cc2sc(N)c(C#N)c2CC1(C)C,10µM*,?,-4.7%[0.369 µM],?,-9%,-20%,-22%,-4%,i,?,-27%
CCCCNC(=O)CS(=O)Cc1nc(-c2cccs2)oc1C (stereo not given),-14%,.,-0.1%,-21%,0%,-1%,1%,-4%,-16%,.,-11%
O=C(CN(CC1CCCO1)C(=O)CCC(=O)Nc1nccs1)NCc1ccc2c(c1)OCO2 (stereo not given),?,i,-0.3%[57.5 µM],-3%,-2%,2%,-1%,-7%,-1%,i,?
O=C(CCn1nc(-c2ccc(Cl)cc2)ccc1=O)NCCCN1CCCCCC1,?,i,-0.3%,3%,1%,?,-8%,-10%,45%,i,-2%
Cc1ccc(C)n1CCN1CCN(C(=O)CSc2nc3ccccc3nc2N2CCOCC2)CC1,-7%,i,7.3%[0.369 µM],5%,-1%,?,-17%,4%,30%,i,-24%
O=C1CCC(=O)c2oc3ccccc3c2N1,2%,i,0.2%[57.5 µM],-24%,0%,15%,1%,2%,-24%,?,-9%
CN(C)C(=O)CSc1nc(SCC(=O)N(C)C)n(-c2ccccc2)n1,2%,i,3.4%,7%,3%,-5%,-3%,-3%,-6%,i,-15%
CC1=C(C(=O)Nc2ccccc2)C(c2ccncc2)C(C#N)=C(SCC(=O)NC2CC2)N1 (stereo not given),-11%,i,1.6%[57.5 µM],-12%,1%,5%,5%,0%,2%,i,-5%
O=S(=O)(c1ccccc1F)N(Cc1ccco1)Cc1nnc(-c2ccccc2Br)o1,-2%,i,-2.2%,-2%,3%,-7%,10%,2%,-11%,i,-4%
CC(C)CCN(C(=O)CNC(=O)c1ccco1)C(C(=O)NC1CCCCC1)c1ccco1 (stereo not given),-4%,i,.,1%,4%,-25%,-2%,-3%,-12%,i,-20%
COc1ccccc1-c1nnc(SCC(=O)N2CCC(C)CC2)o1,-12%,i,-1.3%,-6%,-4%,8%,-7%,-4%,-2%,i,10%
CCOC(=O)c1cnc2c(C#N)c(C)nn2c1-c1ccccc1,?,.,-0.2%,?,4%,?,-4%[2.3 µM],-6%,16µM*,.,-3%
O=C(Cn1ncc2c(=O)oc3ccccc3c21)NCCCN1CCCC1=O,5%,.,0.7%,-3%,2%,-18%,-7%[2.3 µM],-4%,6%,.,-6%
Cc1ccc2c(c1)[nH]c1c(N3CCN(Cc4ccccc4)CC3)ncnc12,?,i,-0.5%[0.369 µM],-9%,-4%,-19%,-15%,-7%,15%,?,16µM*
O=c1c2ccccc2nc(-c2ccccc2)n1Cc1ccco1,12%,i,-0.2%[57.5 µM],-1%,-2%,2%,0%,4%,-12%,?,-17%
COc1ccc(OC)c(NC(=O)CSc2nnc(CNc3ccc(C)cc3C)o2)c1,4%,i,2.7%,11%,-1%,-15%,-6%,-6%,-13%,?,-5%
Cc1ccc(C)c(NC(=O)CSc2nnc(Cc3cccn3C)n2-c2ccc(F)cc2)c1,-10%,.,-1.4%,-5%,1%,-17%,-2%[2.3 µM],-2%,49%,.,-3%

# Screening data deposited in PubChem BioAssay by National Center for Advancing Translational Sciences (NCATS).

# A portion of the library; count on the stated rates, not on these rows.
